Apoferritin bind – binds horse apoferritin like a general anesthetic; hit rate 0.074% among 350,000; apoferritin/1-aminoanthracene competitive binding, fluorescence; Potency, µM (doses to about 77.5 µM), without a hit: at the highest dose activity change, negative = displacement, actives largely listed as inhibitors; P02791; AID 485281; further: on the % scale 0 is the no-effect control and ±100 the full control effect; nearly all actives have a fitted effect of over 20% in size
Target sequence (P02791 2-175 limits assumed): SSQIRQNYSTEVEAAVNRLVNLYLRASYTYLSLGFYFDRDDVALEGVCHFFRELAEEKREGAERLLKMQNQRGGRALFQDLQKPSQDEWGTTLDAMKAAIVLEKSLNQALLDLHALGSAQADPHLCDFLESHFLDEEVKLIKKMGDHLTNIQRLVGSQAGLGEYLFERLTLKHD
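Read-out: endpoint 1-AMA fluorescence, excitation 380 nm and emission 535 nm, after compounds sit 10 min at room temperature with 10 uM horse-spleen apoferritin in 50% saturated 1-AMA/PBS. Values come from four-parameter Hill fits.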
G9a inh – inhibitors of human histone lysine methyltransferase G9a; Q96KQ7; G9a H3K9 monomethylation, AlphaScreen, 2 h; Potency, µM (series often up to 102 µM), inactives show top-dose activity, negative = inhibition, most hits filed as inhibitors; hit rate 8.8% among 350,000; further: on the % scale 0 is the no-effect control and ±100 the full control effect; nearly all actives have a fitted effect of over 75% in size
Target sequence (Q96KQ7 913-1193 limits assumed): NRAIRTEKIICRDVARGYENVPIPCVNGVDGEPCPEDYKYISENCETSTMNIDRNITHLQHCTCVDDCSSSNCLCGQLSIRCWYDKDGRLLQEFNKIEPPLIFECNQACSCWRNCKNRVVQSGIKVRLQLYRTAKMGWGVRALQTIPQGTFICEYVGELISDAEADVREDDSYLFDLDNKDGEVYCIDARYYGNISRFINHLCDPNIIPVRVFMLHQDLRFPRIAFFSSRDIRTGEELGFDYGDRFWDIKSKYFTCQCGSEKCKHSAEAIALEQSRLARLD
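Compounds were preincubated with 20 nM G9a for 15 min, after which biotinylated H3K9 peptide (500 nM) and SAM (20 uM) started a 2 h room-temperature reaction. Monomethylated product was quantified by antibody-based AlphaScreen chemiluminescence.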
Pol beta inh – inhibitors of human DNA polymerase beta. P06746. Pol beta primer extension/strand displacement, fluorescence kinetic. Potency, µM (series often up to 114 µM), without a hit: at the highest dose activity change, negative = inhibition, actives largely listed as inhibitors. hit rate 1.3% among 340,000. AID 485314; further: on the % scale 0 is the no-effect control and ±100 the full control effect
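Human Pol beta at 10 nM; strand-displacement substrate 50 nM final. Compound exposure 15 min at room temperature before start, reaction 10 min at room temperature.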
POLH inh – inhibitors of human DNA polymerase eta. Q9Y253. recombinant Pol eta, fluorescent DNA replication assay. Potency, µM (titrated, usually from 114 µM), inactives show at the top dose activity change, negative = inhibition, hits mostly inhibitors. hit rate 1.2% among 390,000; further: on the % scale 0 is the no-effect control and ±100 the full control effect
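Pol eta at 10 nM preincubated with compounds 15 min at room temperature; reaction started with fluorescent substrate (50 nM final) and read kinetically at 0 and 10 min.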
BAZ2B inh – inhibitors of human BAZ2B bromodomain | hit rate 4.4% among 360,000 | Potency, µM (top dose mostly 114 µM), for the others: at the highest dose activity change, negative = inhibition, hits mostly inhibitors | AID 504333 | AlphaScreen BAZ2B-H3K14Ac peptide displacement; further: on the % scale 0 is the no-effect control and ±100 the full control effect; nearly all actives have a fitted effect of over 60% in size
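AlphaScreen displacement: compounds (up to 110uM) incubated 30 min at room temperature with a preformed 50 nM BAZ2B/50 nM biotinylated H3K14Ac peptide complex in PBS pH 7.4 with Tween-20. Donor and acceptor beads at 10 ug/mL final added, 20 min light-protected before reading.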
Pol iota inh – inhibitors of human DNA polymerase iota. Pol iota fluorescent replication assay, 10 min. Potency, µM (series often up to 115 µM), for the others: top-dose activity, negative = inhibition, hits mostly inhibitors. hit rate 1% among 390,000. AID 588590
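Fluorescent replication assay read twice, at 0 min and 10 min after adding 50 nM (final) substrate. Enzyme (10 nM) and compounds were first incubated 15 min at room temperature; enzyme-free buffer wells were negative controls.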
Pol kappa inh – blocks human DNA polymerase kappa activity | Q9UBT6 | purified Pol kappa, fluorescent DNA synthesis assay, 10 min | Potency, µM (titrated, usually from 107 µM), without a hit: at the top dose activity, negative = inhibition, most hits filed as inhibitors | hit rate 0.53% among 400,000; further: on the % scale 0 is the no-effect control and ±100 the full control effect
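First, compounds were pin-transferred onto 10 nM Pol kappa. After 15 min at room temperature, substrate was added to 50 nM final. Fluorescence was then measured kinetically at 0 and 10 min.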
BLM helicase inh – blocks DNA unwinding by human BLM helicase. P54132. hit rate 0.2% among 350,000. Potency, µM (series often up to 56.1 µM), for the others: top-dose activity change, negative = inhibition, usual class: inhibitors. recombinant BLM DNA unwinding, fluorescence dequenching;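 further: plate controls were vehicle for no effect and no enzyme for full effect; nearly all actives have a fitted effect of over 35% in size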
APEX1 inh – APE1 (human) endonuclease inhibition; P27695; recombinant APE1, TAMRA/BHQ-2 abasic DNA cleavage fluorescence; Potency, µM (doses to about 65.8 µM), for inactives: top-dose activity change, negative = inhibition, hits mostly inhibitors; hit rate 0.35% among 350,000;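 further: plate controls were vehicle for no effect and reference inhibitor for full effect; nearly all actives have a fitted effect of over 55% in size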
Target sequence (P27695 whole entry, looked up): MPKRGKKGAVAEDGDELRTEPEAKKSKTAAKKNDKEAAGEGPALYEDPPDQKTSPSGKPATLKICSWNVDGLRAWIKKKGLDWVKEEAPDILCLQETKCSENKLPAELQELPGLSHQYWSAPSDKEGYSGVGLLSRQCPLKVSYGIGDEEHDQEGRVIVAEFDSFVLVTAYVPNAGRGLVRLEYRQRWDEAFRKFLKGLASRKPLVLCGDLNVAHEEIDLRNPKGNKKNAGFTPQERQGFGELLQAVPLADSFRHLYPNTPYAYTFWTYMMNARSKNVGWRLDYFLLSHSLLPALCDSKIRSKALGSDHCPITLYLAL
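0.75 nM APE1 + cpd, 15 min RT; start w/ 50 nM TAMRA/BHQ-2 THF-abasic dsDNA; kinetic fluor 525/598 nm ×3 reads @60 s; Δ(read3−read1); normalized to DMSO and NSC13755 control wells.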
Starred values were filed as active, the others as inactive; ? = inconclusive; · = no result given; & = joins results of further samples; [ ] = remark or other dose. The call rests on the fitted dose curve; in most records, active means well fitted curve in the direction sought with a large enough effect; inconclusive means small, poorly fitted or top-dose-only effect, or another doubt; inactive means no such curve, though single readings can be large; an effect the other way counts as inactive or inconclusive. Potency means the concentration at half of the fitted maximal effect. This is a subset, so the mix of outcomes need not match the whole.

molecule	Apoferritin bind	G9a inh	Pol beta inh	POLH inh	BAZ2B inh	Pol iota inh	Pol kappa inh	BLM helicase inh	APEX1 inh
O=c1[nH]c(=S)[nH]c(O)c1CN1CCCCC1	-1%	?	-10%	-3%	-1%	9%	-14%	0%	2%
COc1cc(/C=C/c2cccc[n+]2C)ccc1OCC(=O)Nc1ccccc1C	-5%	-7%[59 µM]	-22%	0%	-23%	10%	6%	7%	60%[activator][12.4 µM]
c1ccc2c(N3CCNCC3)nsc2c1	-2%	?	-1%	-22%	0%	74%[activator]	-4%	0%	-2%
CCOC(=O)C1=C(N)Oc2cc(C)oc(=O)c2C12C(=O)N1c3c(cc(OC)cc32)C(C)=CC1(C)C (configuration not stated)	9%	-3%[12.7 µM]	-24%	1%	-1%	130%[activator]	12%	-8%	4%
O=C1CN=C(c2ccc[nH]2)c2cc(Cl)ccc2N1	-7%	14%[0.501 µM]	51%	-21%	?	9%	4%	0%	0%
O=C1C=CC(=O)c2c(O)cccc21	-17%&-12%	?	·	·	·	·	2.7µM*	5.6µM*	0.32µM*
CCCCn1c(O)c(C(C)=NCCCn2ccnc2)c(=O)[nH]c1=O	-11%	-27%[59 µM]	16%	-5%	-5%	19%	-7%	-13%	9%
O=C(COc1ccc(Cl)cc1Cl)N1CCN(C/C=C/c2ccccc2)CC1	0%	-8%[12.7 µM]	-2%	-15%	-16%	1%	2%	-13%	-7%
Cc1cc(/C=C2/C(=O)NC(=O)N(c3ccc(Br)cc3)C2=O)c(C)n1C	2%	-4%	-29%	-11%	-8%	-18%[58.9 µM]	-12%	-3%	4%
Cc1ccc(C[n+]2c(-c3ccc(C)cc3)cc(-c3ccc(C)cc3)cc2-c2ccc(C)cc2)cc1	·	22%[2.33 µM]	·	-13%	-10%	9%	0%	·	16%
N#CCSc1nnc(-c2ccc3c(c2)OCO3)o1	-2%	·	0%	-11%	-7%	40%[activator]	-3%	-4%	7%
CCOCCCN=Cc1c(O)n(Cc2ccccc2)c(=O)[nH]c1=O	-17%	-7%[59 µM]	12%	-17%	·	16%	2%	0%	?
O=c1[nH]c(=S)n(Cc2ccco2)c(O)c1C=NCc1cccs1	?	3.5µM*	13µM*	22µM*	5µM*	22µM*	50µM*	6%	?
O=C1Nc2ccc(Br)cc2C(c2ccccc2Cl)=NC1O (configuration not stated)	-21%	1%	5%	-5%	-18%	0%	3%	2%	3%
CC(C)NP(=O)(NC(C)C)OP(=O)(NC(C)C)NC(C)C	·	-30%[59 µM]	-8%[57.1 µM]	1%	1%	-11%	6%[60.1 µM]	·	35%&-3%
CN(C(=O)Oc1ccc(C(=O)c2ccc(Cl)cc2)cc1)c1ccccc1	-10%	23%[59 µM]	3%	-15%	4%	-19%	2%	-6%	-1%
Cc1cccc(CNCCc2ccccc2)n1	-6%	?	-9%	-5%	-28%	-10%	-4%	2%	2%
CN1C(=O)NC(=O)C2(Cc3ccccc3N3CCOCC32)C1=O (configuration not stated)	-10%	-1%[59 µM]	0%	-9%	3%	14%	-4%	-1%	-6%
O=C(c1cc2nc(-c3ccccc3)cc(-c3ccccc3)n2n1)N1CCC2(CC1)OCCO2	73%[activator]	17%[12.7 µM]	0%	?	44%[activator]	26%	-3%	-6%	-1%
COC(=O)CSC1=NN1c1cc(C)nc(N)n1	-4%	50µM*	0%	-6%	2%	3%	-19%	-3%	-3%
Cc1cc(OCC(=O)N2CCC(C(=O)O)(c3ccccc3)CC2)c2c(C)cc(=O)oc2c1	-5%	15%[12.7 µM]	15%	-14%	3%	7%	-1%	-1%	14%
CCCCC1(C2CCCC2)Cc2cc(OCCCC(=O)O)c(Cl)c(Cl)c2C1=O (configuration not stated)	-16%&-21%	·	·	·	·	·	-6%[60.1 µM]	-20%&-15%	5%&-3%
CCC(=O)O[C@@](Cc1ccccc1)(c1ccccc1)[C@@H](C)CN(C)C	2%[29.3 µM]	25%[21.5 µM]	·	·	·	·	-7%[19.4 µM]	-10%[21.4 µM]	20%[21 µM]
O=c1[nH]c(=S)[nH]c(O)c1N=Nc1cc(S(=O)(=O)Nc2ccc(Cl)cc2)ccc1Cl	·	?	·	79µM*	35µM*	?	-25%	·	-11%
Cc1ccc(C2N(c3cc(C)on3)C(=O)C3CCCN32)cc1 (configuration not stated)	-12%	35µM*	45%	-7%	-35%	26%	-15%	-4%	18%
COc1ccc(N2C(=O)/C(=C/c3cc(C)n(-c4ccc(C)cn4)c3C)C(=O)NC2=S)c(OC)c1	?	32µM*	1%	?	?	1%	0%	-8%	-4%
O=C(Oc1ccc2c(c1)CCC2)N1CCOCC1	-3%	-16%[12.7 µM]	1%	-9%	3%	35%[activator]	7%	0%	6%
CCC(=O)OC1(c2ccccc2)CCN(C)CC1C (configuration not stated)	-3%	5%	-9%	-21%	3%	19%	2%	-2%	8%
CCOc1cccc(=NC2CCCCC2)c2c(C)[nH]c(C)c12	-10%	40%[12.7 µM]	-2%	-3%	19%	27%	?	4%	?
O=C(CSc1nnc(NC(=O)c2ccccc2F)s1)NCc1ccc(F)cc1	-5%	·	7%	-18%	-13%	38%[activator]	4%	-6%	13%
CNC(=O)ON(C(=O)NC)C1N(C)C(=S)SC1(C)C (configuration not stated)	-12%	-37%[12.7 µM]	5%	-16%	-36%	2%	-7%	0%	2%
O=C(Cn1c(=O)oc2cc(S(=O)(=O)N3CCc4ccccc43)ccc21)NC1CCCC1	-22%	?	5%	-3%	0%	?	-25%	-4%	-5%
Cc1ccc(NP(=O)(Oc2ccccc2F)Oc2ccccc2F)cc1	-11%	14%[2.33 µM]	2%	-25%	-5%	-7%[58.9 µM]	-10%	-15%	3%
COC(=O)C1=C(c2cccc(Cl)c2)C[C@@H]2CC[C@H]1N2C(=O)N1CCCC1	·	7%[2.33 µM]	·	0%	7%	9%	-25%	·	14%
O=C(CN1CCCCC1)c1ccccc1Cl	-13%	1.6µM*	26%	-3%	-1%	2%	-7%	2%	19%
Clc1cccc(N2CCNCC2)n1	-4%	12%	-21%	-8%	3%	55%[activator]	-5%	-2%	4%
CC(=O)OC1(c2ccccc2)CC(C(C)(C)C)CN(C(C)(C)C)C1 (configuration not stated)	-13%	-2%[59 µM]	48%	-9%	11%	13%	-4%	-1%	17%
CCCCc1cc(=O)oc2c3c(cc(OCC(=O)N4CCC[C@H]4C(=O)O)c12)OC(C)(C)CC3	37%[activator]	12%	4%	-13%	-23%	-3%	-8%	1%	20%
O=[N+]([O-])c1cc(F)c(N2CCCCCC2)cc1N1CCNCC1	-21%	·	22%	-19%	?	-1%	-1%	2%	17%
CCOc1ccc(CN(CCc2ccc3c(c2)OCO3)Cc2ccc(OC)c(Br)c2)cc1	72%[activator]	?	-1%	-12%	?	15%	-2%	-8%	·
O=C(NCc1ccc2c(c1)CCN2C(=O)c1ccccc1)Nc1cccc(C(F)(F)F)c1	-12%	-13%[59 µM]	-15%	?	-1%	7%	-6%[60.1 µM]	0%	·
COc1ccc2c(c1OC)C(=O)OC2C1c2cc3c(cc2CCN1C)OCO3 (configuration not stated)	-9%	29%[12.7 µM]	8%[57.1 µM]	-4%[57.1 µM]	-6%	3%[58.9 µM]	-4%	1%&0%&4%&3%&-2%	1%&-2%&4%&-1%&0%&-2%&19%
CC(C)N1CCN(Cc2cccc3c2OCO3)CC1CCO (configuration not stated)	-4%	·	53%	-20%	7%	41%[activator]	-15%	-1%	18%
O=C1CN=C(c2ccc(F)cc2)c2oc3ccccc3c2N1	8%	0%	8%	-4%	-25%	34%	11%	-1%	?
CC1(C)Cc2c(c(N3CCOCC3)nc3sc4c(NCc5ccccc5)nnnc4c23)CS1	?	-46%[59 µM]	1%	6%	-22%	-11%[58.9 µM]	-1%	-7%	-1%
CCc1ccc(CN2CCN(Cc3cc(Br)ccc3O)CC2)cc1	1%	25µM*	?	-20%	45µM*	64%[activator]	-10%	-9%	16%
O=C(O)c1cc([N+](=O)[O-])cc([N+](=O)[O-])c1O	-4%	·	·	·	·	·	15%[60.1 µM]	-2%	-4%
O=C1C2CCN(CC2)C1Cc1ccccc1O (configuration not stated)	-10%	9%	?	-12%	5%	-7%	3%	-1%	-8%
COc1ccccc1CCNCc1cccc(C(F)(F)F)c1	29%	71µM*	-16%	3%	8%	11%	5%	-3%	29%
Cc1cccc(N(C)S(=O)(=O)c2cc(-c3cnc(C4CC4)o3)ccc2C)c1	127%[activator]	-11%[12.7 µM]	-19%	·	-1%	?	2%[60.1 µM]	-10%	·
CC1=CC(=C2C(=O)NC(=S)NC2=O)C=C(C(F)(F)F)N1C	-16%	-77%	?	?	?	?	-20%	-5%	?
CC(C)N(Cc1nccn1C)C(=O)CCc1nnc(CCCc2ccccc2)o1	-1%	·	?	-14%	-21%	11%	0%	-4%	3%
O=C1CC(=O)N(c2ccc3c(c2)OCO3)C(=O)N1	-9%	?	?	0%	1%	?	-4%	-1%	-1%
CCc1nnc(NS(=O)(=O)c2ccc(N=Cc3c(O)n(-c4ccc(Cl)cc4)c(=O)[nH]c3=O)cc2)s1	-11%	?	1%	-16%	-14%	85%[activator]	0%	1%	5%
O=C(CN1CCN(C(=O)COc2cccc(F)c2)CC1)Nc1ccc(Cl)c(C(F)(F)F)c1	·	?	·	-7%	?	27%	-4%	·	-13%
Cc1c(N=Cc2c(O)n(C)c(=O)[nH]c2=O)c(=O)n(-c2ccccc2)n1C	-3%	2%	1%	-3%	-1%	-20%	-1%	0%	1%

One compound at a time, from the list above. Order of screens: Apoferritin bind, G9a inh, Pol beta inh, POLH inh, BAZ2B inh, Pol iota inh, Pol kappa inh, BLM helicase inh, APEX1 inh
`COc1ccc2c(c1OC)C(=O)OC2C1c2cc3c(cc2CCN1C)OCO3` (configuration not stated) in the list: -9%, 29%[12.7 µM], 8%[57.1 µM], -4%[57.1 µM], -6%, 3%[58.9 µM], -4%, 1%&0%&4%&3%&-2%, 1%&-2%&4%&-1%&0%&-2%&19%
`CCOCCCN=Cc1c(O)n(Cc2ccccc2)c(=O)[nH]c1=O` in the list: -17%, -7%[59 µM], 12%, -17%, ·, 16%, 2%, 0%, ?
